S1P4 antagonist – S1P4 receptor antagonists, primary screen, cell-based; inhibition, % at 4.98 µM; 0.26% of 220,000 active; S1P4-expressing cells, antagonist mode, reporter read-out; Sphingosine 1-phosphate receptor 4 (Homo sapiens), O95977; in the data active means inhibition above about 29%;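 further: 0% = wells stimulated with agonist and 100% = vehicle wells without agonist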
CHOP inhibitor – inhibitors of CHOP promoter induction, primary screen, cell-based, unfolded protein response, luciferase reporter; CHO-K1 CHOP-promoter luciferase, tunicamycin-induced, 15-18 h; inhibition, % at 10 µM; 3.8% of 220,000 active;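 active means compounds that reduced the stress-induced luciferase reporter signal by more than about 70% of percent inhibition, limit read from the data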;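 further: 0% = tunicamycin plus vehicle and 100% = wells without tunicamycin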
Ba/F3 V617F tox – reduced viability of JAK2V617F-dependent Ba/F3 cells, primary screen, JAK2V617F inhibitor project, cell-based, Ba/F3 EpoR-JAK2V617F, luminescence; AID 1446, 2008; 1.1% of 220,000 active; ATP luminescence; inhibition, % at 5.6 µM;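 active means inhibition above the campaign mean plus 3 SD over all tested compounds, cut at about 24% in these data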;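 further: cytokine-independent growth of Ba/F3 cells driven by EpoR plus mutant JAK2; 0% = DMSO-treated cells and 100% = JAK inhibitor I control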
S1P4 agonist – S1P4 receptor agonists, primary screen, cell-based; AID 1509, 2009; 0.35% of 220,000 active; Sphingosine 1-phosphate receptor 4 (Homo sapiens), O95977; S1P4-expressing cell line, agonist reporter assay; activation, % at 4.98 µM; in the data active means activation above about 11%;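 further: 0% = DMSO vehicle and 100% = reference agonist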
NPY-Y1 PAM-ag – NPY-Y1 receptor potentiators or agonists, primary screen, cell-based; Neuropeptide Y receptor type 1 (Homo sapiens), P25929; NPY-Y1 expressing cells, potentiator/agonist activation; activation, % at 3.6 µM; 0.37% of 220,000 active; AID 1304, 2008; in the data active means activation above about 33%, passing the limit was not always enough;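 further: cells stimulated with NPY at EC10 then isoproterenol at EC100; 0% = low agonist plus stimulus and 100% = saturating agonist plus stimulus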
Target sequence (P25929 whole entry, looked up): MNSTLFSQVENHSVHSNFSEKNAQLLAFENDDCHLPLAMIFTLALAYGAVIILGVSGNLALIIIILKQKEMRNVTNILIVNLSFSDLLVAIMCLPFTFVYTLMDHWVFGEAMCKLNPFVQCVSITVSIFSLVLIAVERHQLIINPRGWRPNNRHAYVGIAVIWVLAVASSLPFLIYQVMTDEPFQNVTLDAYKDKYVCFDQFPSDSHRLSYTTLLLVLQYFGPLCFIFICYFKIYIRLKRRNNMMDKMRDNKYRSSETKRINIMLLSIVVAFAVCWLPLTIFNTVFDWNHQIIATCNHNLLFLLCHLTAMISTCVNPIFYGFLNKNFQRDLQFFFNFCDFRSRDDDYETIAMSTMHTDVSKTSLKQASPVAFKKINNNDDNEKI
BaF3 tox – parental Ba/F3 cell viability inhibition, counter-screen for JAK2V617F inhibitor project, murine pro-B, CellTiter-Glo luminescence | 1.1% of 220,000 active | AID 1486, 2009 | CellTiter-Glo ATP luminescence | inhibition, % at 5.6 µM;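 active means inhibition above a per-campaign cutoff, the mean inhibition of all tested compounds plus 3 SD, cut at about 27% in these data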;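 further: 0% = DMSO wells and 100% = JAK Inhibitor I control wells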
p47phox inh – p47phox/p22phox peptide binding inhibitors, primary screen, biochemical, uHTS, NADPH oxidase regulatory subunit. fluorescence polarization, 2 h. inhibition, % at 24.7 µM. 0.53% of 220,000 active;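 active means inhibition above about 30%, limit read from the data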;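 further: 0% = p47phox with labelled peptide and 100% = labelled peptide alone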
Target sequence (P14598 whole entry, looked up): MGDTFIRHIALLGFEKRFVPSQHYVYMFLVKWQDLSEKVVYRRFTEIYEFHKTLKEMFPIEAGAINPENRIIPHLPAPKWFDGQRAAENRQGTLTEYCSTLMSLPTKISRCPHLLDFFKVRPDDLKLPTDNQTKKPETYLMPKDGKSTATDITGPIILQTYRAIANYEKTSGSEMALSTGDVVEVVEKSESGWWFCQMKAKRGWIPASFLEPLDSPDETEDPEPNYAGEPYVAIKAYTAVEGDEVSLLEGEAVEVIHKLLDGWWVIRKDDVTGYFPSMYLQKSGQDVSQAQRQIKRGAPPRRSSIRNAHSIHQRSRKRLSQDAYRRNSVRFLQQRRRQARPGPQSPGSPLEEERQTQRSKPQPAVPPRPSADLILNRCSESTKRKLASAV
NPY Y1 blocker – NPY-Y1 receptor antagonists, primary screen, cell-based; HEK293-CNG Y1 cells, membrane potential fluorescence; NPY at EC95, then isoproterenol; inhibition, % at 3.6 µM; 1% of 200,000 active;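 active means inhibition above the campaign mean inhibition of all tested compounds plus 3 SD, cut at about 20% in these data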;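 further: 0% = DMSO wells given NPY plus isoproterenol and 100% = isoproterenol alone without NPY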
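Material: HEK293 Y1/CNG channel cell line; also added: NPY (25 nM), isoproterenol (1 µM), Ro 20-1724 (25 µM); doses: one concentration, 3.6 µM, in 0.4% DMSO; schedule: compound incubation 1 h at room temperature, readout 45 min post-stimulation; technique: membrane potential fluorescence; measure: fluorescence ratio normalized to % inhibition between controls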
NPY2 pot ag – NPY-Y2 potentiators or agonists, primary screen, cell-based. Neuropeptide Y receptor type 2 (Homo sapiens), P49146. cells expressing NPY-Y2, potentiator/agonist read-out. activation, % at 3.6 µM. 0.45% of 220,000 active. AID 1359, 2008; in the data active means activation above about 27%;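 further: cells stimulated with NPY near EC25 plus isoproterenol at EC100; 0% = vehicle plus submaximal agonist and 100% = vehicle plus saturating agonist; some results beyond the cut were filed as inactive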
* hit, by the source's call; . = not tested or not shown.

SMILES	S1P4 antagonist	CHOP inhibitor	Ba/F3 V617F tox	S1P4 agonist	NPY-Y1 PAM-ag	BaF3 tox	p47phox inh	NPY Y1 blocker	NPY2 pot ag
Cc1cccc(S(=O)(=O)C(C#N)c2nc3ccccc3nc2N2CCCC2)c1 (centres undefined)	-15	-4	3	0.2	2	5	-19	-2	-8
CC(=Nc1ccccc1O)c1sc2ccccc2c1O	-7	18	-3	-1.3	43	1	-7	.	20
CC1=CC(C)(C)N(C(=O)C(C)N2C(=O)c3ccccc3C2=O)c2c(C)cc(C)cc21 (centres undefined)	6	105*	-3	-1.8	0	3	-6	28*	-9
Cc1ccsc1/C=N/NC(=O)c1cc(-c2ccncc2)nc2ccccc12	5	18	71*	1.2	-40	75*	4	11	4
COc1ccc(NC(=S)Nc2cccc(Cl)c2)cc1OC	0	-15	4	0.2	11	6	0	10	-8
Cn1c(=O)c2c(nc(NCc3ccccc3)n2CC(N)=O)n(C)c1=O	-18	10	-5	0.5	14	0	-5	.	-14
Cc1ccccc1OCCSc1nnc(-c2ccncc2)n1C	10	-30	-1	0.9	12	6	-6	1	-6
O=C(CCNS(=O)(=O)c1ccc(Cl)cc1)NCc1cccs1	-2	-5	6	-3.0	-1	8	0	3	-13
CCOC(=O)c1ccccc1NC(=S)N1CC(C)CC(C)C1 (centres undefined)	-7	29	5	-1.0	-1	13	-4	4	-15
C/C(NC1CCCC1)=C(/C#N)C(N)=O	-4	-4	2	-2.6	12	1	-15	-1	-10
CC(=O)Oc1ccc(OC(C)=O)c2c1CC(C)=C(C)C2	3	-71	6	0.2	13	-4	3	.	3
Fc1ccc(C2c3[nH]c4ccccc4c3CCN2Cc2cccn2-c2ncccn2)cc1 (centres undefined)	3	17	1	2.7	-10	2	-14	11	-11
CCc1cc(C(=O)c2ccc(OC)cc2)c(N)s1	10	14	1	0.9	-2	-2	-7	.	16
CN=c1scc(-c2ccc(F)cc2)n1/N=C/c1ccc(O)c(O)c1	12	72*	98*	-1.2	16	36*	-4	-2	19
O=C(Cc1csc(NC(=O)c2ccc(F)cc2)n1)NO	4	-8	1	-0.7	-6	7	-2	-1	2
CSc1nnc(-c2ccccc2)o1	-24	2	-5	1.0	5	2	-2	-1	-12
COc1ccc(-c2csc(N3CCN(Cc4ccc5c(c4)OCO5)CC3)n2)cc1	0	87*	1	-0.7	2	2	-12	8	1
CN(Cc1cccs1)C(=O)Cn1cnc2ccccc2c1=O	1	6	3	4.7	-8	5	-10	5	2
COc1ccc(/C=C2\N=C(c3ccccc3)NNC2=O)cc1	3	13	3	0.1	4	0	5	.	-13
CCC(c1nnnn1Cc1ccc(OC)cc1)N(CCCO)Cc1cc2cc3c(cc2[nH]c1=O)OCO3 (centres undefined)	5	4	0	-0.7	-5	5	-5	7	12
Cc1cc(C)nc(N(C#N)CCOc2ccccc2)n1	11	-17	54*	0.4	-19	18	-8	2	-17
S=C(Nc1ccc2nccnc2c1)N1CCCC1	0	0	2	1.2	2	1	3	-2	-2
O=C(CN1C(=O)C2C3C=CC(C3)C2C1=O)Nc1ccc(F)cc1 (centres undefined)	1	9	6	0.0	-14	10	-3	2	-5
O=C1/C(=C/c2ccc(F)cc2)Oc2cc(OC(=O)N3CCOCC3)ccc21	-2	13	-4	1.4	10	-4	2	.	11
Cc1cc(=O)[nH]c(Cc2ccc(OC(C)C)cc2)n1	-11	26	-1	0.3	9	7	-12	-4	4

As a working copy, two of the compounds above:
SMILES	S1P4 antagonist	CHOP inhibitor	Ba/F3 V617F tox	S1P4 agonist	NPY-Y1 PAM-ag	BaF3 tox	p47phox inh	NPY Y1 blocker	NPY2 pot ag
O=C(Cc1csc(NC(=O)c2ccc(F)cc2)n1)NO	4	-8	1	-0.7	-6	7	-2	-1	2
CSc1nnc(-c2ccccc2)o1	-24	2	-5	1.0	5	2	-2	-1	-12

Returning to the listing, repeating the two entries before the break.
SMILES	S1P4 antagonist	CHOP inhibitor	Ba/F3 V617F tox	S1P4 agonist	NPY-Y1 PAM-ag	BaF3 tox	p47phox inh	NPY Y1 blocker	NPY2 pot ag
O=C1/C(=C/c2ccc(F)cc2)Oc2cc(OC(=O)N3CCOCC3)ccc21	-2	13	-4	1.4	10	-4	2	.	11
Cc1cc(=O)[nH]c(Cc2ccc(OC(C)C)cc2)n1	-11	26	-1	0.3	9	7	-12	-4	4
C/C(N)=C(/C#N)C(=O)COC(=O)Cc1coc2ccc3ccccc3c12	-17	12	0	0.0	3	7	-24	1	-7
O=C(O)c1ccc(NC2=C(N3CCOCC3)C(=O)c3ccccc3C2=O)cc1	-10	4	2	-1.5	14	9	-6	4	7
COc1cc(/C=C/c2nnc3c4ccccc4ncn23)cc(OC)c1OC	-25	2	28*	2.0	14	43*	23	3	1
COc1cccc(N2CCN(Cc3nnnn3C3CCCCC3)CC2)c1	-16	24	1	2.4	16	5	.	-1	5
CC(=N\Nc1ccc(Cl)cc1)/C(=N/O)C(=O)Nc1ccccc1	10	5	-3	-0.1	35	3	-20	-2	19
CCn1c(C)c(C)c2cc(C(=O)Nc3cccc(Cl)c3)ccc21	-2	-54	-1	2.0	-9	5	-14	3	2
Cc1cc(NC(=O)Cn2c(=O)n(Cc3ccccc3)c(=O)c3ccccc32)no1	-3	54	-1	-3.5	-7	0	-2	-8	3
CC1(C)NC(=O)N(CCOCCOc2ccc3ccccc3c2Br)C1=O	6	19	-3	2.9	1	2	-3	3	1
COc1ccc(Cl)cc1NC(=O)C/C(C)=N/NC(=O)CC#N	-17	27	-1	-1.1	8	7	-5	-3	-12
N/C(=N\OC(=O)c1cc(-c2ccccc2)nc2ccccc12)c1ccccn1	-19	74*	0	3.0	10	0	-10	3	14
O=C1Nc2ccccc2C12Nc1ccccc1S2 (centres undefined)	-7	30	-3	-1.2	-6	-2	3	-4	4
CC(=O)NC(Cc1ccc(C)cc1)C(=O)NC1CCN(C(=O)c2ccc([N+](=O)[O-])cc2)CC1 (centres undefined)	-4	22	1	0.2	8	8	-11	3	16
COc1cc(OC)nc(Oc2ccccc2C(=O)Oc2ccc(C)cc2)n1	2	-2	-1	-2.0	4	0	0	9	-6
Cc1nc2cc(C(=O)NCCN3CCOCC3)ccc2n1-c1ccc(F)cc1F	-4	56	-3	0.3	19	2	-13	0	6
CN(c1ccccc1)S(=O)(=O)c1ccc(C(=O)OCC(=O)NC(N)=O)cc1	0	9	-1	-0.7	-7	-7	2	.	-7
Cn1nc([N+](=O)[O-])nc1Oc1ccccc1	-20	9	-4	2.4	31	3	-8	-1	9
CN(NC(=O)c1ccc(Cl)cc1)c1ncc(C(F)(F)F)cc1Cl	-2	27	2	0.2	5	-2	-7	.	6
CCC(C)C(=O)N1c2ccccc2C(=C2SC(C(=O)OC)=C(C(=O)OC)S2)C(=S)C1(C)C (centres undefined)	-10	64	-2	-0.8	4	2	-18	6	0
COc1ccc(CCNC(=O)/C(=C/c2cccnc2)NC(=O)c2ccccc2)cc1OC	1	-1	-2	1.0	13	4	2	4	9
C#CCOc1c(Cl)cc(/C=N/O)cc1OC	-30	-24	-4	-2.2	0	1	7	0	16
Nc1c2c(nc3ccccc13)CCCC2=O	-7	-16	-3	0.3	9	2	-3	.	4
COc1ccc(N2CCN(C(=O)c3ccc(Cn4c(=S)[nH]c5ccc(N6CCOCC6)cc5c4=O)cc3)CC2)cc1	-11	50	-1	1.6	2	4	-10	0	-4
O=C(NNS(=O)(=O)c1ccc(Cl)cc1)c1sccc1-n1cccc1	-26	12	-3	-0.3	24	7	-11	1	-8
CC(C)C[C@H](NC(=O)NC(C)C)C(=O)O	-9	7	2	-0.4	-8	2	3	2	1
CC1(C)CC(=O)C(C=NCCN2CCN(C(=O)c3ccccc3)CC2)=C(O)C1	-1	5	-2	0.8	1	6	-12	2	-4
CC12CN3CC(C)(CN(C1)C3c1cc(Br)ccc1O)C2=O (centres undefined)	-1	25	3	0.5	-8	-3	3	1	-8
COc1ccc(CCNC(=O)CCN2C(=O)C3CC=CCC3C2=O)cc1OC (centres undefined)	-10	-2	-1	-1.6	-20	1	-10	6	8

A different layout for some results above:
Sequence of screens: S1P4 antagonist, CHOP inhibitor, Ba/F3 V617F tox, S1P4 agonist, NPY-Y1 PAM-ag, BaF3 tox, p47phox inh, NPY Y1 blocker, NPY2 pot ag
- C#CCOc1c(Cl)cc(/C=N/O)cc1OC
    -30, -24, -4, -2.2, 0, 1, 7, 0, 16
- Nc1c2c(nc3ccccc13)CCCC2=O
    -7, -16, -3, 0.3, 9, 2, -3, ., 4
